# KB-V1 cytotox: KB-V1 MDR subline cytotoxicity. KB-V1 MDR cells viability, CellTiter-Glo, 72 h. Potency, µM (titrated, usually from 46.1 µM), for the others: at the highest dose activity change, negative = cytotoxicity, most hits filed as cytotoxic. 400,000 tested, 3.4% active. AID 1347076; also: potency is read from the fitted curve at half-maximal effect; % is scaled to controls: 0 for no effect and ±100 for the full control effect; nearly all actives have a fitted effect of over 60% in size
#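 qHTS viability screen in drug-selected KB-V1 MDR cells: 72 h compound treatment at 37 degrees C, ATP luminescence end point.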
# PTHR1 agonist: PTHR1 (human) receptor agonism | Q03431 | HEK293 GP2 PTHR1 cells, GloSensor cAMP luminescence, 1 h | Potency, µM (series often up to 115 µM), inactives show top-dose activation, actives largely listed as activators | 410,000 tested, 0.075% active | AID 743266; also: potency is read from the fitted curve at half-maximal effect; nearly all actives have a fitted effect of over 55% in size; some results filed as inactive show a strong effect at the top dose; inactives centre near -15; many of its hits are not listed in these tables
# Target sequence (Q03431 whole entry, looked up): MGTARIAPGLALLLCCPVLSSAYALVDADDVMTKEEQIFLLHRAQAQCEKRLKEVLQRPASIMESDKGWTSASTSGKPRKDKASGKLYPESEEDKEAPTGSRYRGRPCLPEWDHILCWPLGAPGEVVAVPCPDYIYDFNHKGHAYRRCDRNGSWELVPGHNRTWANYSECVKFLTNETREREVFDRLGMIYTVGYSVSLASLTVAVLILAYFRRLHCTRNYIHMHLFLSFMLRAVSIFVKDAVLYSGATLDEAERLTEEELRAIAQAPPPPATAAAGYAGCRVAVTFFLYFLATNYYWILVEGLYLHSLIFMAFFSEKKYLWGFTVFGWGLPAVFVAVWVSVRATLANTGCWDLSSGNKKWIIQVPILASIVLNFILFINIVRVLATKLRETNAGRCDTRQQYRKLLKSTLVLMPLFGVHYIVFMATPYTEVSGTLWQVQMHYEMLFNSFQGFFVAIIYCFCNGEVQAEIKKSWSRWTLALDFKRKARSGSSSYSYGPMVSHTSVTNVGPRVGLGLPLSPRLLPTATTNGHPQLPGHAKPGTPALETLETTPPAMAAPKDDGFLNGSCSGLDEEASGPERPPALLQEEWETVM
#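 HEK-293-derived GP2 cells expressing PTHR1 and a GloSensor cAMP reporter, 3,000/well, plated overnight, given luciferin plus IBMX (each 0.5 mM as added) for 1 h at 37 °C, then compound for 1 h at 37 °C. Luminescence was read after 15 min at room temperature.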
# TDP43 rescue: inhibitors of TDP-43 toxicity in yeast; Potency, µM (top dose mostly 46.1 µM), without a hit: at the top dose growth rescue (activation), usual class: activators; TDP-43 expressing yeast growth rescue, BacTiter-Glo, 24 h; AID 652104; 410,000 tested, 1.8% active; also: potency is read from the fitted curve at half-maximal effect; % of control where 0% means no effect; nearly all actives have a fitted effect of over 50% in size
#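 Galactose-induced TDP-43 yeast, OD600=0.02, compound pinned; 24 hr, 30 deg C; BacTiter-Glo luminescence for growth. Inhibitors of TDP-43 toxicity read as activators.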
# aSyn yeast inh: rescues yeast growth from alpha-synuclein toxicity | Yeast expressing alpha-synuclein, growth rescue, BacTiter-Glo, 24 h | Potency, µM (series often up to 46.1 µM), inactives show at the top dose growth rescue (activation), usual class: activators | 370,000 tested, 0.14% active | AID 652106; also: potency is read from the fitted curve at half-maximal effect; % of control where 0% means no effect; nearly all actives have a fitted effect of over 65% in size
#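 Screening used galactose-induced yeast with toxic alpha-synuclein levels, exposed to compound for 24 hr at 30 deg C. Cell growth, read with BacTiter-Glo luminescence, gave the measured signal.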
# GLP1R ag: GLP-1 receptor (human) agonism; P43220; HEK293 GLP-1R CRE-luciferase, luminescence, 4-6 h; cells express a hypersensitive GLP-1R form; Potency, µM (series often up to 45.6 µM), for the others: top-dose activation, actives largely listed as activators; 380,000 tested, 0.007% active; AID 624172; also: potency is read from the fitted curve at half-maximal effect; % of control where 0% means no effect
# Target sequence (P43220 whole entry, looked up): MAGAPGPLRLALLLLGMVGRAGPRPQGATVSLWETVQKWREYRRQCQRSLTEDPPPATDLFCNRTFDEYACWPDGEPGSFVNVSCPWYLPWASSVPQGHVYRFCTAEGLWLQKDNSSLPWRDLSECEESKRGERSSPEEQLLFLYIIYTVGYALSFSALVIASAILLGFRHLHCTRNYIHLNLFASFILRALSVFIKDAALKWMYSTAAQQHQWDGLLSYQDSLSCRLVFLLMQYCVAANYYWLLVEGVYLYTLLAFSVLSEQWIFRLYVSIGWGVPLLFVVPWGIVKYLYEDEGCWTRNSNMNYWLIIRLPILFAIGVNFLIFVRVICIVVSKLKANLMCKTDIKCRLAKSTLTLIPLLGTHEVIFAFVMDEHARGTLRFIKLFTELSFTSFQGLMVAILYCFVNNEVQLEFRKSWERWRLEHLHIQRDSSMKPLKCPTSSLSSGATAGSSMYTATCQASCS
# GLP-1R inv ag: inverse agonists of human GLP-1 receptor; P43220; HEK293 GLP-1R CRE-luciferase, luminescence, 24 h; GLP-1R form is constitutively active; Potency, µM (series often up to 38.3 µM), for the others: at the top dose activity change, negative = inhibition, actives largely listed as inhibitors; 410,000 tested, 1.6% active; AID 624417; also: potency is read from the fitted curve at half-maximal effect; % is scaled to controls: 0 for no effect and ±100 for the full control effect; nearly all actives have a fitted effect of over 55% in size
#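 HEK293 cells stably co-expressing a cAMP-responsive luciferase reporter and constitutively active GLP-1R were seeded, incubated 12 h, then exposed to compounds for 24 h at 37 C. Luminescence was read 12 min after detection reagent; inverse agonists lower signal.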
# DRD3 antagonist: antagonists of human D3 dopamine receptor. max response, negative = inhibition, %. D3R cells, DiscoveRx beta-arrestin luminescence, antagonist mode; hits give low values. P35462. 360,000 tested, 2.5% active. AID 652054; in the data active = max response below about -50%; inconclusive = no clear call, values can overlap the other calls; also: % is scaled to controls: 0 for no effect and ±100 for the full control effect; mostly tested at two doses, the higher about 12 µM
#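 Cells expressing the human receptor were seeded at 1500 cells/well, incubated overnight at 37 degrees C in 5% CO2, then exposed to library compounds with dopamine controls for 90 minutes at 37 degrees C before luminescent detection.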
# GLP1R cytotox: cytotoxic in the GLP-1 receptor inverse agonist counter-screen; HEK293 cAMP-luciferase reporter cells, luminescence, 24 h; Potency, µM (highest dose often 38.3 µM), without a hit: at the highest dose activity change, negative = inhibition, usual class: inhibitors; 410,000 tested, 0.13% active; AID 624418;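 also: loss of luciferase light is scored as toxicity; potency is read from the fitted curve at half-maximal effect; % is scaled to controls: 0 for no effect and ±100 for the full control effect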
#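 Quantitative HTS format, 1536 wells, 200 cells/uL seeded. Compounds: 23 nL, 24 h, 37 °C. Detection: luciferase reagent, luminescence at 12 min RT; decreased signal taken as cytotoxic.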
# D3 ag: D3 dopamine receptor (human) agonism; P35462; D3R DiscoveRx beta-arrestin cells, luminescence, 90 min; max activation, %; 410,000 tested, 0.58% active; AID 652048; in the data active = max activation above about 30%; also: 0% is about no effect; mostly tested at two doses, the higher about 12 µM
#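 Agonist-mode cell screen: cells plated at 1500/well and incubated overnight at 37 °C, then exposed to library compounds for 90 min at 37 °C. Detection reagent was added for 30–60 min at room temperature, and luminescence was read.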
# * hit, by the source's call; i = inactive; ? = inconclusive; · = no result given; [ ] = remark or other dose. Unless noted, calls follow the shape of the dose curve; as a rule, active = well fitted curve in the direction sought with a large enough effect; inconclusive = small, poorly fitted or top-dose-only effect, or another doubt; inactive = no such curve, though single readings can be large; an effect the other way counts as inactive or inconclusive. These rows are one share of the data; the hit share may differ from the screen's.
cpd	compound	KB-V1 cytotox	PTHR1 agonist	TDP43 rescue	aSyn yeast inh	GLP1R ag	GLP-1R inv ag	DRD3 antagonist	GLP1R cytotox	D3 ag
1	CC(OC(=O)CCN=C1NS(=O)(=O)c2ccccc21)C(=O)N(C)c1ccccc1 (stereo not drawn)	-1.4%	-26.4%	-13.1%	-1.5%	-3.8%	11.3%	0.3	3.0%	0.0
2	Cn1cccc1Cc1nnc(SCC(=O)N2CCOCC2)n1-c1ccc(F)cc1	-2.6%	-5.5%	4.2%	0.0%	-6.6%	0.2%	-15.9	0.4%	-2.1
3	CCO[C@H]1OC(C(=O)Nc2ccccc2)=C[C@@H](c2csc3ccccc23)[C@@H]1CCCO	-5.6%	i	0.0%	4.4%	-0.4%	?	2.9	0.3%	25.7
4	CCOc1ncccc1C(=O)OCc1cc(=O)oc2c(C)c(C)ccc12	-0.5%	-4.1%	4.2%	2.5%	-0.2%	3.5%	8.8	0.5%	-3.0
5	COCCCNC(=O)c1sc2ncnc(N3CCc4ccccc4C3)c2c1C	0.0%	-11.2%[57.5 µM]	20.4%	19.5%	12.7%	-2.3%	8.3	10.4%	2.0
6	CCCOc1ccc(C(=O)NNC(=O)c2cccc(S(=O)(=O)N3CCN(C(C)=O)CC3)c2)cc1OC	-4.4%	i	-0.6%	-1.9%	7.1%	0.4%	-7.2	8.9%	2.7
7	CCOc1ncccc1C(=O)OCC(=O)N1CCN(S(=O)(=O)c2ccc(Cl)cc2)CC1	25.4%	i	0.0%	-1.9%	-6.2%	-28.5%	-11.2	-2.0%	0.5
8	O=C(NC1CC2CCC(C1)N2Cc1ccccc1)c1ccccc1Br (stereo not drawn)	-3.7%	i	-3.6%	-0.8%	0.1%	21.6%	-78.9*	15.0%	-19.3
9	CCc1nn2c(=O)cc(COC(=O)C(CC)c3ccccc3)nc2s1 (stereo not drawn)	1.4%	-1.1%	13.7%	·	·	15.8%	·	-2.4%	-10.6
10	Cc1ccc(CNC(=O)c2cc(S(=O)(=O)N3CCCCC3)cn2C)cc1	-8.5%	-25.5%	8.3%	-8.3%	8.0%	?	·	0.9%	-4.5
11	COC(=O)C1CCN(C(=O)c2cc3ccccc3oc2=O)CC1	13.4%	i	-0.5%	1.2%	21.2%	0.0%	-3.6	3.3%	-1.6
12	COc1ccc(NC(=O)NC(=O)c2cc(OCC(F)(F)F)ccc2OCC(F)(F)F)cc1	-17.6%	-38.6%[inhibitor]	-5.9%	3.5%	22.8%	-15.8%	-4.5	16.7%	-1.9
13	C/C(CC(C)C)=N\Oc1nc(C)cc(C)n1	13.4%	i	22.6%	-9.8%	18.3%	-0.1%	0.1	-6.1%	6.5
14	Cc1ccc(S(=O)(=O)N2C[C@H]3C(=O)C[C@@H](c4ccccc4)N(S(=O)(=O)c4ccc(C)cc4)[C@H]3C[C@H]2c2cccc3ccccc23)cc1	7.2%	?	0.5%	2.4%	-2.8%	10.7%	9.6	-5.5%	7.2
15	Cc1cc(C)c2nc3c(c(C(=O)O)c2c1)CCC3	1.8%	i	0.8%	0.4%	6.1%	-5.6%	2.3	1.9%	-0.7
16	Cc1ccc(S(=O)(=O)/N=C2/C=C(Sc3ncn[nH]3)C(=O)c3ccccc32)cc1	?	-8.8%	7.0%	-72.8%[inhibitor]	-36.0%[inhibitor]	·	-104.1*	?	-22.4
17	O=C(CNC(=O)c1ccc(Cl)cc1Cl)NCC1CCCO1 (stereo not drawn)	9.2%	i	-4.7%	-2.2%	5.1%	0.6%	3.4	?	3.7
18	O=C(CN1C(=O)c2ccccc2C1=O)N(CCO)Cc1ccccc1	-0.6%	i	6.7%	0.1%	-3.5%	17.3%	3.5	-14.7%	2.6
19	COc1ccc(F)cc1S(=O)(=O)NCC(c1ccco1)S(=O)(=O)c1ccc(F)cc1 (stereo not drawn)	·	-66.0%[inhibitor]	?	·	·	-18.7%	·	-2.2%	-2.0
20	Cc1nn(C)cc1CNC(=O)C1CCC(=O)N(CC2CCCCC2)C1 (stereo not drawn)	·	-8.8%	-10.9%	-5.8%	-11.9%	3.7%	8.2	11.6%	-7.1
21	Cc1ccc(NC(=O)NNC(=O)c2cc3ccccc3cc2O)c(C)c1	12.7%	i	-3.4%	-2.9%	-0.9%	-27.5%	6.3	72.5%[activator]	1.6
22	O=C(NCc1ccc(Cl)c(Cl)c1)c1cc(C2CCCCN2C(=O)CCc2ccccc2)on1 (stereo not drawn)	-20.4%	i	7.7%	?	3.2%	?	-24.0	1.3%	-2.4
23	COc1ccccc1NC(=O)CCC(=O)OCc1ccc(Br)cc1	12.8%	-12.2%	·	5.4%	12.2%	1.6%	16.0	-8.6%	-15.0
24	O=C(NCCc1ccc(Cl)cc1)c1ccc(CS(=O)(=O)Cc2ccc(F)cc2)o1	-18.1%	-5.0%	12.2%	·	·	1.9%	·	0.1%	-6.8
25	Cc1ccc2c(c1)N(CC(=O)OCC(=O)NCc1ccccc1)C(=O)CO2	0.5%	-23.3%	0.0%	-6.5%	-4.4%	-2.2%	-6.5	12.6%	-2.5
26	CC1C(C#N)=C(SCC(N)=O)NC2=C1C(=O)CC(C)(C)C2 (stereo not drawn)	-15.6%	i	19.5%[9.22 µM]	-6.1%	6.1%	0.0%[7.66 µM]	-19.9	-2.1%[7.66 µM]	1.5
27	CCNC(=O)/C(C#N)=C/c1c(N2CCN(c3ccc(OC)cc3)CC2)nc2c(C)cccn2c1=O	-17.9%	-5.6%	-18.6%	-5.8%	22.1%	5.4%	4.7	-7.2%	-2.6
28	COc1ccc(-c2[nH]ncc2CN2CCC(OCc3ccccn3)CC2)c(F)c1	-15.7%	i	5.5%	-3.3%	-2.7%	-10.6%	6.7	2.2%	-13.6
29	Cc1[nH]nc(SCC(=O)NCc2ccc(F)cc2)c1[N+](=O)[O-]	0.0%	i	0.7%	0.5%	7.1%	15.1%	-3.8	5.0%	4.0
30	CCCCn1c(Cc2ccccc2)nnc1SCC(=O)Nc1cc(C)on1	-12.9%	i	6.7%	-10.2%	-3.9%	-16.4%	6.9	-16.0%	-2.6
31	COc1ccc(F)cc1CN1CCN(c2ncnc3scc(-c4ccccc4)c23)CC1	?	-13.8%	8.9%	-1.1%	2.2%	8.8%	?	4.9%	-15.9
32	O=C(c1cc(-c2ccccc2Cl)nc2ccccc12)N1CCC1	?	-17.0%	?	-10.3%	3.3%	7.2%	0.4	-10.6%	-3.1
33	COc1cccc(-c2csc(N3CCN(C(=O)C4CCCCC4)CC3)n2)c1	18.4µM*	-31.4%[inhibitor]	?	6.9%	-1.1%	?	7.0	-10.7%	8.9
34	CC(=O)c1cn(CC(=O)Nc2ccc(C)cc2C)c2ccccc12	-21.1%	-4.0%[57.5 µM]	4.9%	-2.2%	-1.2%	-21.1%	62.2	3.7%	-3.4
35	CC(C)C[C@H]1CN([C@@H](CC(C)C)CN2CCC[C@H]2CN2C(=O)C(=O)NC[C@@H]2Cc2ccc(O)cc2)C(=O)C(=O)N1CC1CCCCCC1	3.5%	-43.9%[inhibitor]	16.0%	-7.5%	-0.2%	?	-3.3	-22.9%	-6.7
36	CCc1ccc2nc(N(CCCN(C)C)C(=O)c3ccc(S(=O)(=O)N4CCCc5ccccc54)cc3)sc2c1	9.2µM*	-26.3%	-25.1%	-13.3%	-10.5%	?	-21.5	?	-9.0
37	COC(=O)CCNC(=O)c1ccc2[nH]c(C)c(C)c2c1	-8.3%	-14.5%	·	-0.5%	2.9%	19.3%	-22.3	-3.0%	-10.6
38	CCOc1ccc(C(=O)N2CCN(C(=O)c3ccco3)CC2)cc1OCC	6.0%	-11.1%[57.5 µM]	4.6%	-3.2%	-0.4%	4.1%	13.2	0.2%	11.7
39	COc1ccc(CSc2nncn2C)cc1F	-6.5%	?	2.7%	-2.2%	1.3%	14.8%	-9.1	1.6%	-7.3
40	Cc1ccc(CN(CC(=O)N/N=C/c2ccco2)S(=O)(=O)c2ccc(C)cc2)cc1	0.9%	9.6%[57.5 µM]	12.0%	9.6%	0.4%	?	?	2.3%	-0.6
41	CCN(CC)S(=O)(=O)c1ccc(NC(=O)c2cnccn2)cc1	7.6%	i	-6.2%	-4.6%	-2.8%	15.0%	-1.2	-2.3%	3.9
42	Cn1c(=O)[nH]c(=O)c2c1nc(Br)n2Cc1ccccc1F	?	i	7.5%	11.9%	10.5%	62.2%[activator]	-5.6	2.2%	-7.8
43	CC(C)CC1NC(=O)N(CC(=O)Nc2ccccc2-c2ccccc2)C1=O (stereo not drawn)	-27.6%	-10.6%	19.4%	3.6%	7.3%	-21.6%	4.4	-3.0%	4.5
44	COc1cccc(CN2CCNC(=O)C2CC(=O)NCCCn2ccnc2)c1 (stereo not drawn)	19.3%	-20.8%	-19.3%	3.2%	6.7%	-3.9%	-0.4	-0.2%	0.4

# Another view of part of the listing above:
# Results follow in this order: KB-V1 cytotox, PTHR1 agonist, TDP43 rescue, aSyn yeast inh, GLP1R ag, GLP-1R inv ag, DRD3 antagonist, GLP1R cytotox, D3 ag
19	COc1ccc(F)cc1S(=O)(=O)NCC(c1ccco1)S(=O)(=O)c1ccc(F)cc1 (stereo not drawn)
    ·, -66.0%[inhibitor], ?, ·, ·, -18.7%, ·, -2.2%, -2.0
44	COc1cccc(CN2CCNC(=O)C2CC(=O)NCCCn2ccnc2)c1 (stereo not drawn)
    19.3%, -20.8%, -19.3%, 3.2%, 6.7%, -3.9%, -0.4, -0.2%, 0.4
7	CCOc1ncccc1C(=O)OCC(=O)N1CCN(S(=O)(=O)c2ccc(Cl)cc2)CC1
    25.4%, i, 0.0%, -1.9%, -6.2%, -28.5%, -11.2, -2.0%, 0.5
4	CCOc1ncccc1C(=O)OCc1cc(=O)oc2c(C)c(C)ccc12
    -0.5%, -4.1%, 4.2%, 2.5%, -0.2%, 3.5%, 8.8, 0.5%, -3.0
